GLP1R inv ag: qHTS of GLP-1 Receptor Inverse Agonists (Inhibition Mode); Glucagon-like peptide 1 receptor (Homo sapiens), P43220; HEK293 GLP-1R CRE-luciferase, luminescence, 24 h; GLP-1R form is constitutively active; Potency, µM (titrated, usually from 38.3 µM), for the others: at the highest dose activity change, negative = inhibition, most hits filed as inhibitors; 410,000 tested, 1.6% active; further: potency means the concentration at half of the fitted maximal effect; on the % scale 0 is the no-effect control and ±100 the full control effect; nearly all actives have a fitted effect of over 55% in size
Target sequence (P43220 whole entry, looked up): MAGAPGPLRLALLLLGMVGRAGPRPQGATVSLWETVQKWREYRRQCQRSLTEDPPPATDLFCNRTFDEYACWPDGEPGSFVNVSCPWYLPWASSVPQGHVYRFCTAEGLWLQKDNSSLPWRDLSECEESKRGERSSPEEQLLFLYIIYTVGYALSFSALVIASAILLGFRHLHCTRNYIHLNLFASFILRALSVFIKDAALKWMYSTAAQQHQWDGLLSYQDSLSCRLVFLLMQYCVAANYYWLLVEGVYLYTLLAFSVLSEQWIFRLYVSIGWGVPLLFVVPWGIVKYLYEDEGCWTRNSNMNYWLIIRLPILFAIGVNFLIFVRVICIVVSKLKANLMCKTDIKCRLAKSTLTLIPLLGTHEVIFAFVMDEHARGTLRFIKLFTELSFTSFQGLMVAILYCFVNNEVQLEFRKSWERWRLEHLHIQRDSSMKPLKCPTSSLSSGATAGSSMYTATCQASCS
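Seeding at 200 cells/uL, 12 h culture, 24 hr compound treatment, then luciferase reagent and a luminescence read; cells are HEK293 stably expressing a constitutively active GLP-1R plus cAMP-responsive luciferase.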
Akt phos inh: HTS Assay for Inhibitors of Akt Phophorylation: Primary Screen | Neuro2A IGF-stimulated pAkt S473 HTRF, 20 min; active compounds read low | activity change, % for hits at 50 µM | 360,000 tested, 0.32% active; in the data active means activity change below about -80%; inconclusive means mostly about -51% to -80%; further: on the % scale 0 is the no-effect control and ±100 the full control effect
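Neuro2A cells (4,500/well, DMEM with 0.5% FBS) were treated with compound at a single 50 µM final concentration, stimulated with 6 nM IGF for 20 min at 37 °C, and lysed. Phospho-Akt Ser473 was read by HTRF as 665/615 ratio ×10^4.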
PTHR1 agonist: qHTS for PTHR1 Agonists: Primary Screen; HEK293 GP2 PTHR1 cells, GloSensor cAMP luminescence, 1 h; 410,000 tested, 0.075% active; Potency, µM (top dose mostly 115 µM), for the others: at the highest dose activation, actives largely listed as activators; Parathyroid hormone/parathyroid hormone-related peptide receptor (Homo sapiens), Q03431; further: potency means the concentration at half of the fitted maximal effect; nearly all actives have a fitted effect of over 55% in size; some results filed as inactive show a strong effect at the top dose; inactives centre near -15; many of its hits are not listed in these tables
Target sequence (Q03431 whole entry, looked up): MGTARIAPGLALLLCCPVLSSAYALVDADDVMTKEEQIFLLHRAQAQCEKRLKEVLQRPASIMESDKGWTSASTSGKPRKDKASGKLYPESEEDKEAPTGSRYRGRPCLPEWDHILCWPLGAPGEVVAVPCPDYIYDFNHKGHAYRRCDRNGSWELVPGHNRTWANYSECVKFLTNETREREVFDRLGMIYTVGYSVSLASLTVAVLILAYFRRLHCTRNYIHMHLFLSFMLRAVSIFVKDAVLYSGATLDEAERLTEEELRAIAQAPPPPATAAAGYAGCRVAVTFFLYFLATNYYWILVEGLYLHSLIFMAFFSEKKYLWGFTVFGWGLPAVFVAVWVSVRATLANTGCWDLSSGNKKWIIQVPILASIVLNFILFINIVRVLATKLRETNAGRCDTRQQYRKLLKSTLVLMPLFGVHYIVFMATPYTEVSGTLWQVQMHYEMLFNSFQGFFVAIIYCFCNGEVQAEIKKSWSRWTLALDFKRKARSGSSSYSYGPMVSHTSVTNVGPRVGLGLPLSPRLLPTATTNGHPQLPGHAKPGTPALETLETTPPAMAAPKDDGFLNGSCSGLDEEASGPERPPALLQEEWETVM
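HEK-293-derived GP2 cells expressing PTHR1 and a GloSensor cAMP reporter, 3,000/well, plated overnight, given luciferin plus IBMX (each 0.5 mM as added) for 1 h at 37 °C, then compound for 1 h at 37 °C. Luminescence was read after 15 min at room temperature.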
Mm-Cpn inhibitor: Inhibitors of TCP-1 ring complex (TRiC) of Methanococcus maripaludis (MmCpn): qHTS; Potency, µM (doses to about 76.9 µM), inactives show at the top dose activity, negative = inhibition, usual class: inhibitors; purified Mm-Cpn ATPase, ADP Transcreener TR-FRET; 330,000 tested, 0.031% active; AID 504842, 2011; Chaperonin Mm-Cpn (Methanococcus maripaludis); further: potency means the concentration at half of the fitted maximal effect; on the % scale 0 is the no-effect control and ±100 the full control effect; nearly all actives have a fitted effect of over 80% in size
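Purified archaeal chaperonin (25 nM final) was preincubated with compound for 10 min at 37°C, then ATP (10 uM final) was added for 30 min at 37°C in Tris pH 7.4/KCl/MgCl2/DTT buffer. ADP was quantified by HTRF Transcreener TR-FRET.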
TDP-43 yeast inh: qHTS of TDP-43 Inhibitors. 410,000 tested, 1.8% active. TDP-43 expressing yeast growth rescue, BacTiter-Glo, 24 h. AID 652104, 2013. Potency, µM (top dose mostly 46.1 µM), for the others: top-dose growth rescue (activation), usual class: activators; further: potency means the concentration at half of the fitted maximal effect; % of control where 0% means no effect; nearly all actives have a fitted effect of over 50% in size
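Yeast cells expressing TDP-43 under galactose induction are exposed to compounds for 24 hr at 30 deg C. BacTiter-Glo luminescence measures growth, so protective compounds score as activators.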
Abeta yeast res: qHTS for compounds that reverse cellular toxicity of Amyloid beta (A-beta) peptide in yeast: Primary Screen; yeast expressing A-beta42, growth rescue, OD600, 48 h; response scale: 0% DMSO, 100% iron-clioquinol control; Potency, µM (titrated, usually from 46.1 µM), for inactives: at the top dose growth rescue, usual class: activators; 410,000 tested, 0.063% active; AID 1347071, 2019; further: potency means the concentration at half of the fitted maximal effect; nearly all actives have a fitted effect of over 55% in size
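Growth rescue measured by 600 nm absorbance after 48 h yeast culture at 30 C with compound. Values normalized between DMSO and an equimolar ferric chloride plus clioquinol control.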
FUS suppressor: qHTS for Suppressors of FUS Proteinopathy: Primary screen using FUS-linked yeast assay; AID 1347120, 2019; Potency, µM (titrated, usually from 76.6 µM), for inactives: at the highest dose growth rescue (activation), hits mostly activators; S. cerevisiae FUS-expressing, growth rescue, OD600, 24 h; 390,000 tested, 0.24% active;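 further: potency means the concentration at half of the fitted maximal effect; plate controls were DMSO vehicle for no effect and reference control for full effect; nearly all actives have a fitted effect of over 55% in size; some results filed as inactive show a strong effect at the top dose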
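FUS-expressing yeast, raffinose-pregrown, induced in 2% galactose minimal medium at OD 0.005; compounds in a dilution series, 24hr at 30C. Growth restoration read as absorbance at 600 nm. CP55940 positive control, DMSO negative.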
GLP1R cytotox: qHTS of GLP-1 Receptor Inverse Agonists: Cytotox Screen | 410,000 tested, 0.13% active | Potency, µM (doses to about 38.3 µM), without a hit: top-dose activity change, negative = inhibition, most hits filed as inhibitors | AID 624418, 2012 | HEK293 cAMP-luciferase reporter cells, luminescence, 24 h;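 further: loss of luciferase light is scored as toxicity; potency means the concentration at half of the fitted maximal effect; on the % scale 0 is the no-effect control and ±100 the full control effect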
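Compound-treated cells are incubated 24 hr at 37 deg C under 5% CO2 after a 12 hour attachment period, then luciferase detection reagent is added and luminescence is measured following 12 min at room temperature; lowered signal indicates toxicity.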
aSyn rescue: qHTS of alpha-syn Inhibitors; Yeast expressing alpha-synuclein, growth rescue, BacTiter-Glo, 24 h; Potency, µM (titrated, usually from 46.1 µM), inactives show at the top dose growth rescue (activation), hits mostly activators; 370,000 tested, 0.14% active; AID 652106, 2013; further: potency means the concentration at half of the fitted maximal effect; % of control where 0% means no effect; nearly all actives have a fitted effect of over 65% in size
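Galactose-induced alpha-syn yeast (OD600=0.02, raffinose-pregrown) + pinned cpd, 24 hr, 30 deg C; growth by BacTiter-Glo luminescence. Growth restoration scores as activation.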
* hit, by the source's call; i = inactive; ? = inconclusive; . = not tested or not shown; [ ] = remark or other dose. Unless noted, the call rests on the fitted dose curve; in most records, active means well fitted curve in the direction sought with a large enough effect; inconclusive means small, poorly fitted or top-dose-only effect, or another doubt; inactive means no such curve, though single readings can be large; an effect the other way counts as inactive or inconclusive. This is a subset (hit frequency here may not be typical).

SMILES	GLP1R inv ag	Akt phos inh	PTHR1 agonist	Mm-Cpn inhibitor	TDP-43 yeast inh	Abeta yeast res	FUS suppressor	GLP1R cytotox	aSyn rescue
CCOC(=O)N1CCN(C(=O)c2cc3n(n2)C(C(F)(F)F)CC(c2ccc4c(c2)OCO4)N3)CC1 (stereo not drawn)	?	i	i	1%	22%	7%	.	8%	6%
CC(C)CNc1ncnc2c1cnn2Cc1ccccc1Cl	?	i	-1%	-2%	-1%	?	8%	-15%	7%
COc1ccccc1OCC(=O)N/N=C(\C)c1ccc2ccccc2c1	-24%	i	i	.	27%	-6%	-2%	-18%	9%
Cc1cc(=O)oc2cc(OCC(=O)Nc3cccc(S(=O)(=O)N(C)C)c3)ccc12	15%	i	i	-29%	-9%	5%	8%	-8%	-3%
CCOc1ccc(C(=O)Nc2nnc(SCc3cc(=O)c4cc(C)ccc4[nH]3)s2)cc1	0%	.	i	.	-5%	-17%	-6%	-13%	.
CC(C)(C)OC(=O)N1CCc2nc(N3CCN(c4ncccn4)CC3)ncc2C1	5%	.	i	.	26%	6%	-25%	4%	.
COc1ccc(OC)c(NC(=O)NCc2ccc(F)cc2)c1	-5%	i	i	1%	-11%	14%	14%	2%	1%
CN(CC(=O)Nc1ccc(Cl)cc1)C(=O)c1cccc(S(=O)(=O)NCc2ccccc2)c1	?	i	-3%	0%	-3%	0%	.	-21%	-1%
COc1ccc(CCNC(=O)C2CCCN(S(=O)(=O)c3cnc[nH]3)C2)cc1OC (stereo not drawn)	17%	i	-15%	1%	21%	-8%	-13%	6%	1%
C=CCN(C(=O)CNC(=O)c1ccco1)C(C(=O)NC1CCCCC1)c1ccccc1 (stereo not drawn)	-10%	i	-23%[57.5 µM]	1%	-10%	-22%	8%	-14%	-4%
Cc1cccc(Cc2nnc(CCC(=O)NCc3ccncc3C)o2)c1	-6%[7.66 µM]	i	i	0%	-7%[9.22 µM]	-5%	1%	15%[7.66 µM]	1%
Cc1onc(-c2ccccc2)c1C(=O)N1CCCC(C)(C(=O)NS(=O)(=O)C2CC2)C1 (stereo not drawn)	23%	i	-14%	.	7%	13%	-14%	2%	0%
Cc1oc(-c2cccc(Br)c2)nc1CN1CCC(C(=O)NCc2ccccc2)CC1	11%	.	i	.	-6%	-17%	6%	6%	.
CCC(=O)Nc1c(-c2ccccc2Cl)c(=O)c2ccccc2n1CC	6%	i	i	1%	4%	-10%	-25%	-6%	2%
CC(=O)c1ccc(OC2(C)CCN(Cc3ccc4c(c3)OCCO4)C2)cc1 (stereo not drawn)	13%	i	i	.	13%	-8%	3%	2%	-4%
Cc1ccccc1NC(=O)Cn1nc(-c2ccc(Cl)s2)ccc1=O	35%[activator]	i	-14%	0%	1%	7%	7%	12%	4%
CSc1ccccc1C(=O)C1CCCN(C(=O)CCN2CCCO2)C1 (stereo not drawn)	3%	i	i	-1%	-6%	7%	6%	13%	2%
CC(C)C(=O)Nc1cccc(C(=O)Nc2cc([N+](=O)[O-])ccc2F)c1	7%	i	-7%	0%	2%	2%	-3%	-2%	?
Cc1cc(=O)oc2cc(OCC(=O)NCCCn3ccnc3)ccc12	21%	.	2%	4%	4%	-15%	-23%	14%	-5%
Cc1cc(O)c(C=Nc2ccc(Cl)cn2)c(=O)o1	0%	i	-22%	-8%	-10%	0%	.	31%[activator]	1%

An excerpt from above, showing only Abeta yeast res and TDP-43 yeast inh.
SMILES	Abeta yeast res	TDP-43 yeast inh
C=CCN(C(=O)CNC(=O)c1ccco1)C(C(=O)NC1CCCCC1)c1ccccc1 (stereo not drawn)	-22%	-10%
Cc1onc(-c2ccccc2)c1C(=O)N1CCCC(C)(C(=O)NS(=O)(=O)C2CC2)C1 (stereo not drawn)	13%	7%

Next results
SMILES	GLP1R inv ag	Akt phos inh	PTHR1 agonist	Mm-Cpn inhibitor	TDP-43 yeast inh	Abeta yeast res	FUS suppressor	GLP1R cytotox	aSyn rescue
O=C(NCCNC(=O)c1ccc(Cl)cc1Cl)c1ccco1	-6%	i	-12%	3%	-8%	-18%	27%	6%	0%
CCC1Sc2ccc(S(=O)(=O)N3CCN(c4ccccc4)CC3)cc2NC1=O (stereo not drawn)	?	i	-32%[inhibitor]	0%	?	?	-11%	-4%	7%
CC(C)(C)c1cc(CCC(=O)Nc2ccncc2)cc(C(C)(C)C)c1O	?	i	-9%	.	13%	20%	7%	3%	8%
CC(=O)c1ccc(N(C(=O)Cc2c[nH]c3ccccc23)C(C(=O)NC2CCCCC2)c2cccs2)cc1 (stereo not drawn)	?	i	i	-14%	17%	8%	?	1%	13%
c1ccc(COc2ncnc3c2ncn3CCCNCCN2CCOCC2)cc1	-2%	i	i	.	20%	7%	-2%	0%	-1%
CCCC(=O)N=C1SC2CS(=O)(=O)CC2N1c1ccc(C(C)=O)cc1 (stereo not drawn)	3%	i	-5%	-1%	-6%	-4%	-2%	1%	-5%
COc1ccc(NC(=O)C2(S(=O)(=O)c3ccc(C)cc3)CC2)c(OC)c1	-5%	.	-38%[inhibitor]	.	0%	-10%	14%	-2%	.
Cc1ccc(S(=O)(=O)Nc2cc(Cl)c3oc4c(c3c2)C(=O)CC(C)(C)C4)cc1	-7%	.	-9%	.	10%	-5%	-3%	11%	.
CCN(CC)S(=O)(=O)c1cc(NC(=O)C(C)N2CCN(Cc3ccc4c(c3)OCO4)CC2)ccc1C (stereo not drawn)	?	i	-92%[inhibitor]	0%	-31%	10%	.	-18%	-2%
COc1cccc(Oc2ccc(OC)cc2C(=O)O)c1	14%	i	i	1%	10%	34%	10%	-14%	4%
Cc1ccc(C(=O)N(C)CCOc2ccccc2)cc1S(=O)(=O)N1CCOCC1	0%	i	-11%	-1%	8%	-10%	.	-27%	-2%
O=S(=O)(Nc1cccnc1)c1ccc(Br)c2ccccc12	-22%	i	-42%[inhibitor]	-19%	-19%	-15%	-5%	-1%	2%
N#CC1C(=O)NC(=O)C(C#N)C12CCCc1sccc12 (stereo not drawn)	4%	i	i	.	3%	-1%	-6%	6%	-5%
CCc1nc(SCC(=O)NCC2CCCO2)c2c(=O)n(C)c(=O)n(C)c2n1 (stereo not drawn)	7%	i	-10%	-1%	-7%	2%	14%	-5%	-4%
Cc1ccc(C)c(-n2c(CCC(=O)O)ccc2-c2ccc(Cl)cc2)c1	?	.	-16%	.	-93%[inhibitor]	-79%[inhibitor]	18%	-11%	.
CCC1CCCCN1CCCNC(=O)c1ccc2nc(N3CCC(C)CC3)sc2c1 (stereo not drawn)	?	i	-33%[inhibitor]	0%	12%	6%	16%	?	12%
Cc1ccc(Cn2cnc3c(nnn3Cc3ccc(Cl)cc3)c2=O)cc1	8%	i	i	1%	0%	-15%	16%	-4%	-3%
CCOC(=O)c1cnn(-c2ccccc2)c1NC(=O)CCl	-12%	i	i	-1%	-20%	1%	0%	8%	-7%
COc1ccccc1NC(=S)NC(=O)Cc1ccc(Cl)cc1	-12%	i	i	-4%	2%	6%	4%	-9%	3%
COc1ccc(CN(C)C(=O)c2cc(-c3ccccc3)nc3ccc(C)cc23)c(OC)c1OC	?	i	-28%	0%	9%	-20%	34%	?	-15%
O=C(N/N=C/c1ccco1)C1CCCC1	31%	i	-10%	1%	1%	13%	-18%	-38%	0%
Cc1ccc(CNC(=O)CCC2CCCN(C(=O)CCC(F)(F)F)C2)o1 (stereo not drawn)	-17%	i	-4%	-5%	-7%	9%	8%	-12%	17%
COc1cc(CN2CCN(S(=O)(=O)c3ccc(NC(C)=O)cc3)CC2)cc(OC)c1OC	9%	.	-25%	.	2%	-22%	-8%	1%	-4%
O=[N+]([O-])c1ccccc1/C=C/c1ccc2ccccc2n1	?	i	-18%	2%	1%	-14%	7%	-12%	1%
Cc1c(NS(=O)(=O)c2cccc(C(=O)Nc3cccc(F)c3)c2)c(=O)n(-c2ccccc2)n1C	-19%	i	-13%	2%	-5%	7%	11%	-1%	1%
O=C(N/N=C/c1ccccn1)c1cc(-c2ccc(Br)s2)[nH]n1	-26%	i	i	-2%	18%	6%	19%	-8%	1%
CCCN1CCN(CCCNC(=O)CCn2nc(-c3ccccc3)ccc2=O)CC1	3%	i	i	-1%	-10%	8%	-13%	-3%	-4%
CCc1c(C(=O)Nc2ccccc2)c(C)[nH]c(=S)c1C#N	0%	i	i	-10%	1%	-5%	?	9%	-4%
NS(=O)(=O)c1ccc(NC(=S)NCc2ccc(F)cc2)cc1	-27%	i	-13%	-2%	-14%[0.397 µM]	-31%	10%	-2%	1%
Cc1cccc(S(=O)(=O)Nc2nc3ccccc3nc2Nc2cccc(C(=O)O)c2)c1	-12%	.	-41%[inhibitor]	-3%	7%	-15%	-7%	-12%	6%
Cc1ccc(C)c(Nc2nc3ccccc3n3cnnc23)c1	81%[activator]	i	i	-19%	?	-7%	-14%	2%	5%
CCCCNC(=O)CSc1nc2cc3c(cc2c(=O)n1CCC(=O)NCCc1ccc(OC)c(OC)c1)OCO3	4%	i	-8%	2%	-21%	-25%	39%	0%	-1%

Bioassay records: PubChem, National Center for Advancing Translational Sciences (NCATS)
